aDG glyco up: activators of alpha-DG glycosylation, primary screen, uHTS, Pro5-aDG cells, AlphaScreen; alpha-DG glycosylation AlphaScreen (IIH6); 0% Pro5, 100% B10-LARGE cell signal; activation, % at 10 µM; 360,000 compounds, 0.22% hits;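 active = activation of at least 8% versus controls, or a plate z-score of at least 8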;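 also: Pro5 are CHO cells carrying HIG-tagged alpha-DG that lacks glycosylation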
H9c2 protect: cardioprotection against H2O2-induced cell death, primary screen, uHTS, H9c2 cells, ATPLite luminescence; AID 588492, 2011; protection from H2O2 cell death, % at 20 µM; 360,000 compounds, 0.63% hits; H9c2 cardiomyocytes, H2O2 injury protection, 2 h;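 active = compounds giving at least 50% protection of heart cells from peroxide-induced death in the single-dose screen, raw or plate-pattern-corrected value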;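 also: 0% = DMSO wells with peroxide and 100% = DMSO wells without peroxide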
MC4R ag barr: MC4R agonists recruiting beta-arrestin, primary screen, cell-based, luminescence, agonist arm of biased-ligand search. Melanocortin receptor 4 (Homo sapiens), P32245. U2OS MC4R beta-arrestin complementation; percent of melanotan II response, DMSO zero. activation, % at 8.9 µM. 360,000 compounds, 0.98% hits;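 active = activation above a per-plate cutoff, the mean activation of sample wells on that plate plus 3 SD, cut at about 8% in these data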
Target sequence (P32245 whole entry, looked up): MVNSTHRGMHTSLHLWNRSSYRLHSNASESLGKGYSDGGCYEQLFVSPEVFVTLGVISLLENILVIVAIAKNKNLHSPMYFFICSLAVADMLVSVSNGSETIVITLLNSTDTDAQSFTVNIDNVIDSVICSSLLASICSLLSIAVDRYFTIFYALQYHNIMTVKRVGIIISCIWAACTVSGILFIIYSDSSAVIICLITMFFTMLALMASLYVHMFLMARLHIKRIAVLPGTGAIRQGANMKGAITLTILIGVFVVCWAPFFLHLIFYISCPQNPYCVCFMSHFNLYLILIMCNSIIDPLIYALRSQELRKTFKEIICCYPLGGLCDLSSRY
ABCB6 inh 2: ABCB6 transporter inhibitors, primary screen, K562-ABCB6 cells, flow cytometry, MLPCN library. K562-ABCB6 porphyrin accumulation, 1 h; active compounds read low. fluorescence ratio to DMSO, % at 10 µM. 360,000 compounds, 0.19% hits;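 active = fluorescence ratio to DMSO below 75%, the collection mean minus 3 SD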;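 also: signal is porphyrin accumulated inside mitochondria; 100% equals median channel fluorescence of DMSO control wells; lower ratio means ABCB6 inhibition with less porphyrin fluorescence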
CaV13 FRET inh: Disruptors of the CACNA1D IQ motif to Ca2+-dependent inactivation inhibitor domain association, primary screening, Förster resonance energy transfer in intact living …; 340,000 compounds, 0.098% hits; HEK cells, CFP/YFP FRET ICDI-IQ, plate reader, 10 min; percent FRET-ratio fall versus neutral wells; inhibition, % at 12.3 µM;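 active = mean replicate inhibition of at least 30% and at least 1% of replicates passing that level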;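 also: 0% = median of the neutral control wells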
MC4R antag cAMP: MC4R antagonists of cAMP signaling, primary screen, cell-based, TR-FRET, antagonist arm of biased-ligand search; Melanocortin receptor 4 (Homo sapiens), P32245; MC4R-expressing cells, MTII-stimulated cAMP, LANCE TR-FRET; inhibition, % at 6.5 µM; 360,000 compounds, 0.48% hits; AID 540295, 2011;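 active = inhibition above its plate's cutoff, the mean of tested wells on that plate plus 3 SD, cut at about 29% in these data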;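 also: 0% = Melanotan II alone and 100% = Melanotan II plus saturating MCL0020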
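Assay system: human MC4R-expressing U2OS cells; reagent: Melanotan II stimulation of cells; dosing: 6.5 µM single dose; timing: compound 30 min, challenge 1 h, detection 1 h; signal: TR-FRET cAMP assay; replicates: one well per compound, no replicates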
Vif imaging: HIV Vif self-association inhibitors, primary screen, imaging, HEK293T, single point; HEK293T cells, Vif self-association by quenched fluorescence, 24 h; inhibition, % at 7.49 µM; 340,000 compounds, 0.35% hits; AID 602346, 2012; in the data active = inhibition above about 50%, passing the limit was not always enough; also: some results filed as inactive read as strong as hits
Glyco luc inh: increase of ERlucT glycosylation luciferase signal, primary screen, N-linked glycosylation inhibitor project, D54 ERlucT cells, luminescence, set 2; D54 ERlucT glycosylation luciferase reporter, 24 h; percent of 100 nM tunicamycin response; reporter increase, % at 12.5 µM; 360,000 compounds, 0.23% hits; AID 588692, 2011;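 active = mean luciferase reporter signal, scaled so untreated is 0 and the glycosylation-blocking control 100, at or above a set limit in every replicate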;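 also: luciferase carries N-glycosylation sites so blocking glycosylation raises the light; 0% = median of neutral control wells and 100% = median of 100 nM tunicamycin wells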
PDI turbidity: inhibitors of human PDI, primary screen, biochemical, turbidity, single point, plate reader. Protein disulfide-isomerase (Homo sapiens), P07237. PDI insulin aggregation turbidity, A650, 90 min. inhibition, % at 10 µM. 350,000 compounds, 0.052% hits. AID 588391, 2011;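 active = mean inhibition across replicates of 30% or more, whatever share of single replicates reach that level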;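 also: absorbance from insulin aggregation driven by PDI reduction with DTT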
Target sequence (P07237 whole entry, looked up): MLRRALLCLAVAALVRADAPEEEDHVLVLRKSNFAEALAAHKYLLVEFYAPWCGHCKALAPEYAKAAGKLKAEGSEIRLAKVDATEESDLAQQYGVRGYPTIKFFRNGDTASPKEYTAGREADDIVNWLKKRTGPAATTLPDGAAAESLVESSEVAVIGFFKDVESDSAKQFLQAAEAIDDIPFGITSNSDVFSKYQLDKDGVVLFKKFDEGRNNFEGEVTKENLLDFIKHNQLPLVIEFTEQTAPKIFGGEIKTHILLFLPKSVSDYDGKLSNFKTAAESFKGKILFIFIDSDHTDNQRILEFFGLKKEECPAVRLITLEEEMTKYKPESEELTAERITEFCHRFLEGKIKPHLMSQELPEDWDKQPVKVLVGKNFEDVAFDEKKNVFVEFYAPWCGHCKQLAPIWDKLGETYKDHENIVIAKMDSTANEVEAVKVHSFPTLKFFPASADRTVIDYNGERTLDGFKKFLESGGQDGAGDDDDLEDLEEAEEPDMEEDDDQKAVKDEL
HTR2A ag: mouse Htr2a agonists via beta-arrestin recruitment, primary screen, cell-based, luminescence. AID 624169, 2012. 360,000 compounds, 0.66% hits. activation, % at 7.6 µM. CHO-K1 mHTR2A beta-arrestin complementation; percent of 30 µM serotonin response;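 active = activation above a run cutoff, the mean activation of all tested compounds plus 3 SD, cut at about 14% in these data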;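 also: 0% = plate median of compound wells and 100% = 30 µM serotonin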
* = called active by the depositor; nt = no result given. Random draw from the library; any-hit rate near 3.6%.

The line under a structure holds: aDG glyco up, H9c2 protect, MC4R ag barr, ABCB6 inh 2, CaV13 FRET inh, MC4R antag cAMP, Vif imaging, Glyco luc inh, PDI turbidity, HTR2A ag
CCOC(=O)C1=C(C)N=c2s/c(=C\c3ccc(OC(C)=O)cc3)c(=O)n2C1/C=C/c1ccccc1 (stereo not drawn)
→ -0.3, 9, -1.7, 179, 1, 27, -4, -3, 9, -4
O=C(Nc1ccc(N2CCOCC2)c(Cl)c1)c1cccnc1Cl
→ 1.9, 1, -0.5, 125, -5, 1, 6, -2, 12, 0
CCOP(=O)(OCC)C(NC(=O)/C=C/c1ccc(OC)cc1)c1ccccc1 (stereo not drawn)
→ 0.1, 5, -0.2, 97, -4, 9, 7, 1, -2, -1
O=C(CNC(=O)N1CC(=O)Nc2ccccc21)NCc1ccccc1Cl
→ -0.5, 3, -2.2, 87, -5, 1, -1, 7, -4, 11
CCOC(=O)CSc1nc2c(c(=O)n(C)c(=O)n2C)n1CCCc1ccccc1
→ 0.1, 35, -3.7, 91, nt, -6, 1, 3, -1, 4
Cc1cccc(C(=O)N(C(=O)c2cccc(C)c2)N(C)C)c1
→ -0.1, -3, 0.5, 95, -5, 2, -10, -1, -19, 2
O=C(Nc1ccccc1Cl)N1CCN(C/C=C/c2ccccc2)CC1
→ 0.3, 0, 2.7, 98, -4, 16, 12, 1, 0, 1
NC(=O)c1ccc(S(=O)(=O)N2CCSCC2)cc1
→ -0.1, -6, 0.5, 99, -1, 0, 23, 2, -2, 3
Cc1cccc(NC(=O)CCc2c(C)nn(-c3ccc(N4CCOCC4)nn3)c2C)c1
→ -0.2, -8, -0.3, 96, -2, -1, 5, -1, -4, -6
CCOC(=O)C1=NN(C(=O)COc2ccccc2)C(O)(c2ccc(Cl)cc2)C1 (stereo not drawn)
→ -0.3, 0, 1.3, 102, -2, -4, -7, 3, 5, -4
S=c1[nH]nc(Nc2ccc(Cl)cc2)s1
→ 0.0, 3, -1.8, 97, 10, 1, 0, 4, 1, 0
CCOc1cc(C(=O)OCC(=O)NCc2ccco2)cc(OCC)c1OCC
→ -0.1, 6, -3.8, 110, -5, 0, -25, 0, 2, -1
O=C(Nc1nccs1)C1CCN(S(=O)(=O)c2cccs2)CC1
→ -0.2, 4, -3.1, 99, -11, -4, -3, -1, 6, 2
O=C(CN1CCCCCC1)OCCN=C1NS(=O)(=O)c2ccccc21
→ 0.0, 11, 0.2, 101, nt, 3, -7, 0, 22, 1
CCC(=NN=C(CC)c1ccccc1O)c1ccccc1O
→ -0.1, -7, 1.5, 96, 0, -1, -9, -1, 11, -4
CCC(CO)Oc1cc(NCc2ccccc2C)c2ncn(C(C)C)c2c1 (stereo not drawn)
→ 0.3, 2, 0.6, 99, -12, 3, 0, 8, -1, 3
Cc1cccc(C)c1N1CCN(S(=O)(=O)c2ccc(F)cc2)CC1
→ 0.3, -16, -0.8, 98, -2, 2, -13, -1, -9, -2
NC(=O)NC(Cc1ccccc1)C(=O)NCCCSc1ccccc1 (stereo not drawn)
→ 0.1, 8, -0.6, 94, -4, 4, -1, -1, 18, -2
CC(NC(=O)c1ccc([N+](=O)[O-])cc1Cl)C1CC2CCC1C2 (stereo not drawn)
→ 0.0, -2, 1.3, 101, -4, 20, -6, 0, 6, 5
Cc1ccc(CNC(=O)Cn2cc(C(F)(F)F)ccc2=O)cc1
→ -0.3, 0, 0.1, 100, -2, 3, 3, 1, 4, 3
O=C(Nc1ccccc1)c1cc(C2CCCN(C(=O)c3ccc4c(c3)CCO4)C2)on1 (stereo not drawn)
→ 0.4, 7, -0.8, 99, -16, 13, 1, -2, 1, -4
CCOC(=O)c1sc2nc(C)c([N+](=O)[O-])c(COC)c2c1N
→ 0.3, -3, 0.8, 96, -7, 3, 24, 0, 1, 3
CCn1c(CCNC(=O)c2ccc(C)cc2)n[nH]c1=S
→ 0.1, 0, 1.9, 98, -1, 6, -1, 3, -4, 4
CCOC(=O)C1CCN(C(=O)COC(=O)c2ccccc2C(=O)c2ccc(Cl)cc2)CC1
→ 0.2, 6, 0.6, 96, -2, 2, -7, -4, 6, 0
S=c1[nH]nc(COc2ccccc2)n1/N=C/c1ccc(Br)s1
→ -0.3, -11, 2.4, 103, -3, 8, -1, 3, -2, 3
CC12CCCCC1C(C(N)=O)C(=O)O2 (stereo not drawn)
→ 0.0, 2, -0.4, 98, -9, 5, -1, 2, -11, 5
Cc1ccc([N+](=O)[O-])c(OCCCN2CCCCCC2)c1
→ 0.3, -1, 2.5, 103, -18, -7, -7, 0, 5, -2
OC1CCCN(CC(O)c2ccccc2)C1 (stereo not drawn)
→ -0.3, 16, 1.5, 101, -5, 11, 8, 1, 3, 1
CC(C)(C)c1cc(-c2csc(Nc3ccccc3)[n+]2Cc2ccc(C(=O)O)cc2)cc(C(C)(C)C)c1O
→ -0.1, -8, 4.7, 98, nt, 14, 2, 1, 5, 1
Oc1ccccc1CNc1nc2ccccc2n1CCN1CCCCC1
→ -0.1, 0, -0.6, 98, -2, 7, 7, -2, nt, -7
CCOC(=O)c1cc2c(nc1NC(=S)NCc1ccccc1)CCCC2
→ -0.2, 0, 3.7, 101, -9, 4, 8, 1, 0, 9
COC(=O)c1sccc1NC(=O)CSc1ccccc1NS(=O)(=O)c1ccc(Br)cc1
→ 0.3, -24, -0.8, 96, -4, 3, -9, -2, 6, -1
Cc1c(C(=O)NCc2cccs2)oc2ccc(S(=O)(=O)N3CCOCC3)cc12
→ -0.2, 39, -1.2, 96, nt, 9, 16, -1, 3, -7
CCOc1ccc(CCNC(=O)COC(=O)CSc2ccc(C)cc2)cc1OCC
→ -0.4, -1, -1.9, 91, -2, 7, nt, 1, -4, 3
COc1cccc(/C=C2/SC(=S)N(CCCC(=O)Nc3ccc(O)cc3)C2=O)c1
→ 0.9, -6, 9.9*, 101, -10, -4, nt, nt, 21, 3
CCN(CC)CC(C(=O)N(CC)CC)P(=O)(c1ccccc1)c1ccccc1 (stereo not drawn)
→ 0.0, 8, 1.0, 99, -5, 12, -1, 0, 4, -3
CC(NC(=O)CN(c1ccc(Br)cc1)S(C)(=O)=O)c1ccccc1 (stereo not drawn)
→ 0.0, -2, 0.3, 95, -18, 7, 9, -1, -5, 1
CSc1nc(S(C)(=O)=O)nc2[nH]c(=O)[nH]c12
→ 0.0, -1, 1.4, 103, -5, -2, -27, 0, 15, -1
Cn1nc(C(=O)Nc2cccc(S(N)(=O)=O)c2)c2ccccc2c1=O
→ -0.2, 5, -3.0, 97, -16, 12, 2, 17, -4, -4
O=C(NC1CCCCC1)N(CCN1CCCC1)Cc1cc2cc3c(cc2[nH]c1=O)OCCO3
→ 0.2, 6, -1.1, nt, nt, -1, -2, 3, 17, 3
CCOc1ccccc1NC(=O)CN1CCN(Cc2ccccc2)CC1
→ 0.0, -2, -1.4, 100, -17, 1, 2, 0, -7, -9
COc1cccc(C(=O)NNC(=O)C(=O)Nc2ccc(C)cc2)c1
→ -0.2, 0, 0.1, 96, -3, 2, 12, 2, 8, -4
COCCN1CCc2c(C)nc3c(-c4ccc(OC)c(OC)c4)cnn3c21
→ -0.2, 7, -1.8, 98, -4, 8, 13, 0, -3, -3
CCn1c(O)c(N=NC(=O)CNC(=O)/C=C/c2ccco2)c2ccccc21
→ -0.3, 7, -1.5, 98, -8, -7, 7, 3, -9, 5
O=C(NCc1ccccc1)C(=O)NCC1OCCN1C(=O)c1cccs1 (stereo not drawn)
→ -0.2, -2, -2.6, 101, -2, -2, 7, 3, -10, 1
CC(=O)Oc1ccccc1C1OCCN1C(C)=O (stereo not drawn)
→ -0.1, -5, -0.1, 94, -4, 6, 8, 0, 9, 3
Cc1cc(=O)oc2cc(OC(C)C(=O)NCCc3ccc(S(N)(=O)=O)cc3)ccc12 (stereo not drawn)
→ -0.1, -4, -2.0, 93, -7, -2, -2, 1, -5, -4
CC(=O)c1ccc(OCC(O)CN2CCN(CCO)CC2)cc1 (stereo not drawn)
→ -0.1, -3, 0.3, 99, 17, 8, -5, 1, -2, 17*
O=c1c2sccc2n(Cc2cc(=O)n3ccccc3n2)c(=O)n1-c1ccccc1
→ 0.2, 18, 0.0, 103, -1, 5, -5, -2, -2, -4
CNC(=O)c1sc(N2N=C3/C(=C\c4ccccc4)CCCC3C2c2ccccc2)nc1C (stereo not drawn)
→ 1.1, -5, -3.1, 109, -9, 15, -5, -2, -4, 5
Clc1ccc(Cl)c(OCCN2CCOCC2)c1
→ 0.2, -7, -3.2, 91, -5, -2, 0, -4, 21, -2
COc1ccccc1-c1cnc(C(O)c2cccc(CN3CCCCC3)c2)[nH]1 (stereo not drawn)
→ -0.1, 1, -1.2, 93, -10, 0, -8, 0, 11, -5
COc1cccc2cc(C(=O)NNC(=O)c3ccc(Br)cc3)c(=O)oc12
→ -0.2, 21, -1.0, 94, 3, -2, 12, 1, -2, 3
CC1(C)CC(=O)C2=C(C1)OC(N)=C(C#N)C2C1CC=CCC1 (stereo not drawn)
→ 0.2, -2, -0.8, 95, -6, 10, -5, 5, 1, -7
COc1ccc2nc(N=Nc3ccc(N(C)C)cc3)sc2c1
→ -0.3, -37, -3.8, 93, -5, 10, 1, -8, -5, -2
CSc1ccccc1NC(=O)c1ccco1
→ -0.1, 3, 0.1, 100, -5, 22, -17, 3, -2, -5

Bioassay records deposited in PubChem BioAssay by several laboratories.
